Screens (PubChem)
AmpC inh no detg: AmpC beta-lactamase inhibition without detergent | P00811 | AmpC nitrocefin hydrolysis, absorbance 480 nm, 0.0001% Triton | Potency, µM (highest dose often 57.1 µM), inactives show top-dose activity change, negative = inhibition, actives largely listed as inhibitors | 330,000 tested, 0.52% active;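 also: potency is read from the fitted curve at half-maximal effect; plate controls were no compound for no effect and no enzyme for full effect; nearly all actives have a fitted effect of over 20% in size; some results filed as inactive show a strong effect at the top dose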
Target sequence (P00811 whole entry, looked up): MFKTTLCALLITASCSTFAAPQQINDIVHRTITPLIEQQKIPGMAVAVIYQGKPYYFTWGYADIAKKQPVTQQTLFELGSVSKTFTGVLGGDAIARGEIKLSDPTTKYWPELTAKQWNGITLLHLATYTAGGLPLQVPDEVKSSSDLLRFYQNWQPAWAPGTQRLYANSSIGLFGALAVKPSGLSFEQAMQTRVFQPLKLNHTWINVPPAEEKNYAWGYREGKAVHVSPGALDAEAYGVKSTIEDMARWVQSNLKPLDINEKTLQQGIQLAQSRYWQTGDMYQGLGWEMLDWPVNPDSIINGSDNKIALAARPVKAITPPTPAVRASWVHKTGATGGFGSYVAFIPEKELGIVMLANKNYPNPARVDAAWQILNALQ
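20 mM phosphate pH 7.0 + 0.01% (detergent screen) or 0.0001% Triton X-100; 5.3 nM AmpC reagent; cpd preinc 15 min RT; nitrocefin (800 uM stock) to start; A480 q20 s × 4 min; Activity was normalised to no-enzyme and no-compound control wells.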
AmpC inh detg: AmpC beta-lactamase inhibition with detergent present | P00811 | AmpC hydrolysis of nitrocefin, absorbance 480 nm, 0.01% Triton | Potency, µM (titrated, usually from 114 µM), without a hit: top-dose activity change, negative = inhibition, hits mostly inhibitors | 370,000 tested, 0.041% active;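 also: potency is read from the fitted curve at half-maximal effect; 0% = no-compound wells and -100% = no-enzyme wells; nearly all actives have a fitted effect of over 25% in size; some results filed as inactive show a strong effect at the top dose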
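20 mM phosphate pH 7.0 + 0.01% (detergent screen) or 0.0001% Triton X-100; 5.3 nM AmpC reagent; cpd preinc 15 min RT; nitrocefin (800 uM stock) to start; A480 q20 s × 4 min; Activity was normalised to no-enzyme and no-compound control wells.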
Sm TGR block: blocks Schistosoma mansoni thioredoxin glutathione reductase | AID 485364 | 360,000 tested, 3% active | Q962Y6 | Potency, µM (titrated, usually from 114 µM), inactives show top-dose activity change, negative = inhibition, hits mostly inhibitors | purified TGR, DTNB reduction, TNB absorbance 405 nm; also: potency is read from the fitted curve at half-maximal effect; nearly all actives have a fitted effect of over 60% in size
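First, TGR (20 nM dispensed) and NADPH were mixed with compound. Second, a 15 min room-temperature incubation followed. Third, further NADPH and then DTNB were added to start the reaction. Finally, TNB absorbance was monitored kinetically.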
HCMV antiviral: blocks human cytomegalovirus replication; activity change, negative = inhibition, % at 57.5 µM; HFF cells, HCMV-luciferase reporter, 72 h; active compounds read low; 410,000 tested, 4.5% active; in the data active = activity change below about -60%; inconclusive = no clear call, values can overlap the other calls; inactive = above about -39%
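Screen run at 2 compound doses on HFFs infected with reporter HCMV, MOI 1 PFU/cell. Luciferase activity from cell lysates at 72 h post infection gave inhibition relative to buffer-only and Salinomycin wells.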
FBPA Giardia inh: blocks Giardia fructose-bisphosphate aldolase activity | A8B2U2 | purified Giardia FBPA | Potency, µM (highest dose often 59.6 µM), inactives show at the highest dose activity, negative = inhibition, most hits filed as inhibitors | 290,000 tested, 0.71% active; also: potency is read from the fitted curve at half-maximal effect; nearly all actives have a fitted effect of over 55% in size
Target sequence (A8B2U2 whole entry, looked up): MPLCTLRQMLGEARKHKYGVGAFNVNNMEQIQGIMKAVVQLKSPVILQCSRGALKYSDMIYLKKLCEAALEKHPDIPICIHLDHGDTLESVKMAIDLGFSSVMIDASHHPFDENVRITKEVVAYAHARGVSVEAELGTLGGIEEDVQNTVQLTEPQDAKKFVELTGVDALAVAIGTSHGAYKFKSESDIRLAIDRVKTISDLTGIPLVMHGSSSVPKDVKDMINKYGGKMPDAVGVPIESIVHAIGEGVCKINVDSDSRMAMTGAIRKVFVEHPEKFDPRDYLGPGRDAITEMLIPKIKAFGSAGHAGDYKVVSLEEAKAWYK
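40 nM FBPA preincubated 10 min at RT with compound (up to 57.5 uM final), then substrate plus GAPDH/TPI/NAD/arsenate coupling and diaphorase/resazurin added. Fluorescence read after 20 min at RT, 525/598 nm.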
AMA1-RON2 inh: inhibitors of Plasmodium falciparum AMA1-RON2 interaction; Potency, µM (doses to about 58.2 µM), for inactives: at the highest dose activity change, negative = inhibition, usual class: inhibitors; 360,000 tested, 0.2% active; AID 720542; AlphaScreen AMA1-biotinylated RON2 peptide binding;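 also: potency is read from the fitted curve at half-maximal effect; 0% = vehicle wells and -100% = peptide control; nearly all actives have a fitted effect of over 45% in size; some results filed as inactive show a strong effect at the top dose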
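AMA1 (3D7) with his tag at 25 nM final met compounds first, then biotinylated RON2 peptide at 25 nM; detection used donor plus acceptor beads, 10 µg/mL apiece, read by AlphaScreen after 30 min at room temperature.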
* marks the source's active call; other numbers are inactive results; ? = inconclusive; · = not tested or not shown; [ ] = another dose, or the depositor's remark. Unless noted, calls follow the shape of the dose curve; as a rule, active = well fitted curve in the direction sought with a large enough effect; inconclusive = small, poorly fitted or top-dose-only effect, or another doubt; inactive = no such curve, though single readings can be large; an effect the other way counts as inactive or inconclusive. Unless noted, % is scaled to controls: 0 for no effect and ±100 for the full control effect.

compound,AmpC inh no detg,AmpC inh detg,Sm TGR block,HCMV antiviral,FBPA Giardia inh,AMA1-RON2 inh
O=c1cc2c(nn1Cc1ccc(Cl)cc1Cl)-c1ccccc1CC2,-7%,4%,7%,-33,-2%,-6%
CN(C)C1=NC[C@H](Cc2ccccc2)N1CCC1CCCC1,23%,-5%,-4%,-12,·,23%
Cc1cccc[n+]1CC(=O)Nc1cccc([N+](=O)[O-])c1,-1%,1%,0%,35,2%,2%
c1ccc(Nc2nc3ccccc3o2)cc1,-20%,-2%,1%,94,0%,3%
COc1cccc2c(=O)n(CC(=O)N3CCN(c4ccccc4)CC3)ccc12,-11%,-1%,0%,0,13%,0%
Cc1csc(=S)n1-c1ccccc1,-13%,-8%,-29%,-6,·,-5%
Cc1cc(/C=N/NC(=O)Cn2c3ccccc3c(=O)c3ccccc32)c(C)n1-c1ccccc1,-50%,0%,-21%,?,-4%,4%
CCCN1CCC(N2CCN(c3ccc([N+](=O)[O-])cc3)CC2)CC1,-9%,?,3%,8,16µM*,?
C/C(=N\NC(=O)CNC(=O)C1COc2ccccc2O1)c1ccco1 (centres undefined),-8%,1%,-23%,-23,17%,-2%
Cc1cccn2cc(-c3ccc(Cl)cc3)nc12,-1%,5%,10%,9,-17%,-3%
O=C1CC(NCc2ccc3c(c2)OCO3)C(=O)N1CCc1ccccc1 (centres undefined),22%,3%,42%[activator],-15,6%,-24%
Cc1c(C(=O)NCCN2C(=O)S/C(=C\c3cccnc3)C2=O)cccc1[N+](=O)[O-],-9%,5%,8%,-19,-6%,13%
Cn1c(N2CCN(C(=O)NC34CC5CC(CC(C5)C3)C4)CC2)nc2ccccc21,-20%,3%,0%,-19,5%,4%
C=CC[C@@H](CC(=O)N[C@@H](CO)Cc1ccccc1)C(=O)N[C@@H](COC(=O)[C@@H](CC=C)Cc1ccc(F)cc1)Cc1c[nH]c2ccccc12,-4%,·,·,-18,·,-2%
O=C(CSc1nnc(CNC(=O)c2c(F)cccc2Cl)o1)NCc1ccc2c(c1)OCO2,·,3%,0%,-13,11%,-1%
COc1cccc(C(=O)Nc2ccc3nc(N4CCC(C)CC4)cc(C)c3c2)c1,·,3%,0%,?,·,·
CCC(=O)N1CCc2cc(Br)cc(S(=O)(=O)CCC(=O)Nc3ccccc3C)c21,·,1%,6%,-2,·,·
COc1cccc(/C=N/NC(=O)CCC(=O)Nc2ccc(Br)cc2)c1,-39%,3%,5%,-12,-6%,-9%
O=[N+]([O-])c1ccc(S(=O)(=O)Nc2cccc(-c3ccc(N4CCCC4)nn3)c2)cc1,-27%,-13%,-6%,-8,·,?
O=C(NCc1ccccn1)C12CC3CC(CC(C3)C1)C2,-7%,-1%,0%,2,2%,22%
O=C(CSc1nnc(SCc2ccc(Cl)cc2)s1)N/N=C/c1ccc(C(=O)O)cc1,-32%,0%,-11%,-2,15%,-20%
CC(Oc1ccccc1)C(=O)OCC(=O)N1CC(=O)Nc2ccccc21 (centres undefined),-12%[11.4 µM],?,5%,-29,2%,-2%
CCCOc1ccccc1C(=O)Nc1ccc(-c2nc3ccc(C)cc3s2)cc1,·,3%,-5%,115,·,·
COc1ccc(CCNC(=O)CN(c2cccc([N+](=O)[O-])c2)S(C)(=O)=O)cc1,-10%,3%,·,-2,2%,12%
Cc1[nH]c(=O)[nH]c(=O)c1CSc1nnc([C@@H](NC(=O)OC(C)(C)C)C(C)C)o1,-36%,-6%,2%,-13,-5%,4%
CCc1ccc2oc(=O)cc(CN3CCN(c4ccc(F)cc4)CC3)c2c1,-1%,1%,?,-20,3%,-2%
Cc1cc(C)c(/C=N/n2c(C)cc(C)c(C#N)c2=O)c(C)c1,-13%,5%,9%,-17,1%,-2%
CCOC(=O)C1CCCN(c2c(C(=O)c3ccc(C)cc3)cnc3ccc(OCC)cc23)C1 (centres undefined),·,15%,-10%,?,·,·
CN(Cc1ccccc1)C(=O)COC(=O)C1=NNC(=O)CC1,-22%,-13%,-3%,?,3%,4%[11.6 µM]
CN(C)S(=O)(=O)c1ccc(C(=O)Oc2coc(CSc3ncccn3)cc2=O)cc1,13%,?,-36%,28,-5%,-12%
O=C(Nc1nnc(SCc2ccccn2)s1)C1CC(=O)N(c2ccc(F)cc2)C1 (centres undefined),-39%,-2%,0%,19,·,23%
COc1cccc(-c2csc(NC(=O)C3CC3)n2)c1,-38%,-13%,4%,29,-4%,-8%
CC(=O)Nc1ccc(NC(=O)c2ccccc2S(=O)(=O)c2ccccc2[N+](=O)[O-])cc1,-15%,-8%,-8%,3,7%,-10%[2.32 µM]
CC(=O)c1cccc(N(C(=O)Cn2nnc3ccccc32)C(C(=O)NCC2CCCO2)c2ccc(N3CCOCC3)cc2)c1 (centres undefined),-2%,-4%,-3%,28,4%,-3%
CC1CCN(C(=O)CN2C(=O)C(C)(C)Oc3ccc(C(=O)NC4CCCC4)cc32)CC1,21%,0%,-10%,31,4%,0%
CC1CCN(S(=O)(=O)c2ccc(Cl)cc2)CC1,-13%,-13%,-26%,-24,-1%,20%
CCC(C)[C@H](NC(=O)NCC1CCCO1)C(=O)OC (some centres undefined),?,0%,-9%,30,5%,9%
Cc1ccc(OCCOc2cccc(Br)c2)c([N+](=O)[O-])n1,-6%,-1%,-3%,12,-1%,2%
CNC(=O)c1[nH]cnc1C(=O)N[C@@H](CC(C)C)C(=O)OC(C)(C)C,56%,1%,0%,-4,?,54%[activator]
O=C(COC(=O)c1cccc(C(F)(F)F)c1)NCc1ccc(Cl)cc1,-24%,-15%,0%,67,-3%,19%
Cc1ccc(C)c(NS(=O)(=O)c2ccc(OCC(=O)NCc3ccccn3)cc2)c1,47%,4%,·,18,-1%,2%
CN(C(=O)CCn1c(=S)oc2ccccc21)C1CCCCC1,28%,-4%,-6%,?,1%,1%
O=S(=O)(c1ccccc1)N1CCN(c2nc3ccccc3s2)CC1,-25%,-2%,3%,46,-1%,14%
COc1ccc(Br)cc1CNC(=O)C1CCN(S(=O)(=O)N2CCC(C)CC2)CC1,27%,-7%,-12%,2,-2%,-3%
O=C(Cc1ccccc1)NCCCN1CCN(CCCNC(=O)Cc2ccccc2)CC1,-8%,3%,-2%,29,0%,-1%
Cn1c(=O)oc2cc(S(=O)(=O)N3CCC(C(=O)N4CCN(c5ccccc5F)CC4)CC3)ccc21,·,8%,-3%,-16,·,·
CCOC(=O)Cn1c(C)c(C#N)c2ccccc21,-17%,3%,9%,35,-6%,-1%
O=S(=O)(NCc1cccc(Br)c1)c1ccc(-c2cc(C(F)(F)F)on2)s1,·,0%,10%,-7,·,·
Cc1nn(C(C)C(=O)NC2CCC(C)CC2)c(=O)c2nn(-c3ccccc3)c(C)c12 (centres undefined),6%,-5%,-1%,-30,·,-4%
Cc1oc2ncn(CC(C)C)c(=O)c2c1C(=O)N1CCN(c2cccc(C(F)(F)F)c2)CC1,·,17%,6%,-24,·,·

2 entries from above, with each value named:
Compound: Cc1nn(C(C)C(=O)NC2CCC(C)CC2)c(=O)c2nn(-c3ccccc3)c(C)c12 (centres undefined)
  AmpC inh no detg: 6% | AmpC inh detg: -5% | Sm TGR block: -1% | HCMV antiviral: -30 | FBPA Giardia inh: · | AMA1-RON2 inh: -4%
Compound: Cc1oc2ncn(CC(C)C)c(=O)c2c1C(=O)N1CCN(c2cccc(C(F)(F)F)c2)CC1
  AmpC inh no detg: · | AmpC inh detg: 17% | Sm TGR block: 6% | HCMV antiviral: -24 | FBPA Giardia inh: · | AMA1-RON2 inh: ·

Next entries.
compound,AmpC inh no detg,AmpC inh detg,Sm TGR block,HCMV antiviral,FBPA Giardia inh,AMA1-RON2 inh
CCCOC(=O)CSc1nnc(-c2ccc(Cl)cc2Cl)o1,-6%,-9%,0%,-18,1%,12%
COc1ccc(C)cc1NC(=O)C(Sc1nnc(-c2cccs2)o1)c1ccccc1 (centres undefined),-27%,-1%,2%,-12,4%,45%[activator][11.6 µM]
O=c1c2ccccc2ncn1Cc1ccc2c(c1)OCO2,-24%,-10%,0%,79,-2%,6%
COc1ccc(CNc2cc(C)nc3ncnn23)c(OC)c1,-2%,5%,6%,-81*,2%,22%
COc1c(C)cc(C(=O)C2CCCN(C(=O)/C=C/c3ccccn3)C2)cc1C (centres undefined),67%[activator],3%,-1%,-31,6%,13%
COC(=O)C1=C(c2ccc(-c3ccccc3)c(F)c2)C[C@@H]2CC[C@H]1N2C(=O)NCCO,264%[activator],4%,?,-20,·,0%
Clc1cccc(CN2CCN(Cc3ccco3)CC2)c1,5%,0%,-5%,5,14µM*,?
CC12CCC(C[N+](C)(C)C1)C2(C)C (centres undefined),-15%,-14%,2%,?,5%,-13%
COc1cccc(NC(=O)/C(C#N)=C\c2cn(Cc3ccc(C)cc3)c3ccccc23)c1,·,18%,-1%,2,·,·
COc1ccc2c(c1)[nH]c1c(N3CCSCC3)ncnc12,-59%,-7%,13%,?,-15%,-1%
CCSc1ncc(Cl)c(C(=O)N(Cc2ccccc2)c2ccc(OC)cc2)n1,·,-4%,-2%,-75*,·,·
Cc1cc(=O)[nH]c(SCC(=O)NCc2ccco2)n1,-21%,?,?,-8,-1%,-6%
COc1ccc(C(=O)N2CCCC(N3CCN(c4ccccc4OC)CC3)C2)c(OC)n1 (centres undefined),53%,-5%,0%,-12,-10%,-8%
O=C(NC1CCN(Cc2ccccc2)CC1)c1cccc(OC(F)F)c1,-12%,4%,-5%,6,-1%,6%
O=C(c1ccccc1Br)N1CCn2c1nc1ccccc12,-5%,2%,-3%,-7,1%,-17%
O=S(=O)(Nc1cccc(-n2cnnn2)c1)c1ccccc1,-21%,-5%,-16%,-27,·,-7%
COC(=O)c1cc(OC(=O)c2ccc(=O)[nH]c2)cc(C(=O)OC)c1,-19%,-11%,2%,34,14%,7%
C/C=C(\C)C(=O)N1CC2(CC(c3cccc(NC(=O)COc4ccc(Cl)cc4)c3)=NO2)C[C@@H]1C(N)=O (some centres undefined),148%[activator],-1%,-15%,6,-5%,18%
Cc1ccc(C(=O)COC(=O)CCC(=O)NC2CCCCC2)cc1C,35%,-5%,1%,49,0%,-6%
CC(=O)Nc1ccc(OC(=O)CC2SC(=O)NC2=O)cc1 (centres undefined),-11%,-4%,0%,21,-16%,-13%
COCCNc1ccc(N2C(=O)C3CCCCC3C2=O)cc1[N+](=O)[O-] (centres undefined),-6%,1%,9%,18,4%,0%
CCc1cccc(C)c1NC(=O)CN1C(=O)c2ccccc2Sc2ncccc21,·,19%,-3%,-18,·,·
Cc1cccc(NS(=O)(=O)c2ccc(C)c(NS(=O)(=O)c3cccs3)c2)c1,-19%,2%,-13%,-24,·,-5%

As entered above.
FBPA Giardia inh result of COc1ccc(C)cc1NC(=O)C(Sc1nnc(-c2cccs2)o1)c1ccccc1 (centres undefined) = 4%
FBPA Giardia inh result of CCCOC(=O)CSc1nnc(-c2ccc(Cl)cc2Cl)o1 = 1%
AmpC inh detg result of COc1c(C)cc(C(=O)C2CCCN(C(=O)/C=C/c3ccccn3)C2)cc1C (centres undefined) = 3%
